Assay outcomes as filed in PubChem BioAssay.
PNC inhibitor: High Content Assay for Compounds that inhibit the Assembly of the Perinucleolar Compartment | PC3M PTB-GFP, PNC prevalence imaging, 16 h; stronger effect = lower value | activity change (PNC), negative = inhibition, % at 10 µM | hit rate 3.1% among 140,000 | AID 2417, 2010;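 active = readout at or below -70, meaning at least 70% loss of cells showing the perinucleolar compartment, a nuclear body marking cancer cells; inconclusive = readout between -30 and a set limit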;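 also: plate controls were DMSO wells for no effect and camptothecin positive control wells for full effect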
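Read-out is percentage of cells bearing a perinucleolar compartment, from automated 20x imaging of fixed, Hoechst-stained PC3M PTB-GFP cells. Cells were seeded 4 h, then exposed 16 h to compound (23 nl of library stock) in duplicate plates.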
IMPase cell inh: qHTS Assay for Identifying the Cell-Membrane Permeable IMPase Inhibitors; Inositol monophosphatase 1 (Rattus norvegicus), P97697; CHO-M1 cells, IP1 accumulation, HTRF TR-FRET ratio; inhibition (IP1 accumulation), % at 46.1 µM; 120,000 tested, under 10 active; AID 901, 2007; active = well fitted curve in the direction sought with a large enough effect in the signal ratio, not every such curve was filed as active; inconclusive = small, poorly fitted or top-dose-only effect, or a change in a side signal; inactive = no such curve, though single readings can be large or run the other way; the % refers to the signal ratio;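 also: cells stimulated with carbachol in lithium chloride buffer; plate controls were DMSO basal wells for no effect and reference inhibitor wells for full effect; higher means more IMPase inhibition seen as more IP1 and lower FRET ratio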
Target sequence (P97697 whole entry, looked up): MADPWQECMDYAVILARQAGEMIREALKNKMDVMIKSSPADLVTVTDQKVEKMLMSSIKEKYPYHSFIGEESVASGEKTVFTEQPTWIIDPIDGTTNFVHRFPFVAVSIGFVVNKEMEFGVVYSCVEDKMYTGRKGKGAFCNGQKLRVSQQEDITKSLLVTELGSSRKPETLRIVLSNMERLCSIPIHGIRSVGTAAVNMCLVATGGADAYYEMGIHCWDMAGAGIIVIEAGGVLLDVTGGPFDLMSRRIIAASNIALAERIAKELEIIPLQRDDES
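The IP-One HTRF competitive assay in carbachol-stimulated CHO-M1 cells quantifies cellular IP1. Compounds spanned up to 46 uM final, and activity is expressed as AC50 from concentration-response fits of the ratio and donor data.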
12-hLO inh: qHTS Assay for Inhibitors of 12-hLO (12-human lipoxygenase); Polyunsaturated fatty acid lipoxygenase ALOX12 (Homo sapiens), P18054; purified 12-hLO, xylenol orange hydroperoxide absorbance; Potency, µM (highest dose often 57.1 µM), without a hit: top-dose activity change, negative = inhibition, most hits filed as inhibitors; hit rate 0.12% among 150,000; also: potency is read from the fitted curve at half-maximal effect; nearly all actives have a fitted effect of over 55% in size; many of its hits are not listed in these tables
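Hydroperoxide output read as Fe(III)-xylenol orange absorbance, 573-to-405 nm ratio, after 30 min reaction with 40 uM arachidonic acid. Enzyme: 150 nM purified human 12hLO, 15 min compound preincubation; 25 mM Hepes pH 7.0, room temperature.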
15-hLO-2 inh: qHTS Assay for Inhibitors of 15-hLO-2 (15-human lipoxygenase 2) | Polyunsaturated fatty acid lipoxygenase ALOX15B (Homo sapiens), O15296 | purified 15hLO-2, xylenol orange hydroperoxide absorbance | Potency, µM (highest dose often 57.1 µM), for inactives: at the highest dose activity change, negative = inhibition, actives largely listed as inhibitors | hit rate 0.56% among 110,000; also: potency is read from the fitted curve at half-maximal effect; nearly all actives have a fitted effect of over 60% in size; many of its hits are not listed in these tables
Target sequence (O15296 whole entry, looked up): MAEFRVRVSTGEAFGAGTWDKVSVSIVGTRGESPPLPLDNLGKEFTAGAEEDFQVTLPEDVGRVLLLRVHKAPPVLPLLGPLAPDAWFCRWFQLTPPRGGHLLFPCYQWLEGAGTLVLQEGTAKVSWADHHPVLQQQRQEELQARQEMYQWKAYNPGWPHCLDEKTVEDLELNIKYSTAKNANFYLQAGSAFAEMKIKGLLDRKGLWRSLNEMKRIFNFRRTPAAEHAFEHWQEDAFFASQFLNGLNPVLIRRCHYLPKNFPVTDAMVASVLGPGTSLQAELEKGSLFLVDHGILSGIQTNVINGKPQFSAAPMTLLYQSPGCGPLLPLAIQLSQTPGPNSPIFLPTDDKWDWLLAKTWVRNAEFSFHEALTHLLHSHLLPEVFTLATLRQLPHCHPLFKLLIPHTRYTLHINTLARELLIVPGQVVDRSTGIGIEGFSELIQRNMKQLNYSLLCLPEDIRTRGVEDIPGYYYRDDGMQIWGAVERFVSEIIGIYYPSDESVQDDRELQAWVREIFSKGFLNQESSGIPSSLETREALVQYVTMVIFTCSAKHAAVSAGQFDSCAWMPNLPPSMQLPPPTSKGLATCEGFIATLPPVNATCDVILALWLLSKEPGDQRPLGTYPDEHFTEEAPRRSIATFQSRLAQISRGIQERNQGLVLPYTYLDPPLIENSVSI
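Screening format was qHTS against 50 nM purified 15hLO-2 in Hepes pH 7.5 with detergent. Activity follows hydroperoxide formation from 45 uM arachidonic acid, measured as 573:405 nm absorbance ratio of the ferric-xylenol orange complex.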
Starred values were filed as active, the others as inactive; u = inconclusive; x = not tested or not shown; [ ] = remark or other dose. Unless noted, calls follow the shape of the dose curve; as a rule, active = well fitted curve in the direction sought with a large enough effect; inconclusive = small, poorly fitted or top-dose-only effect, or another doubt; inactive = no such curve, though single readings can be large; an effect the other way counts as inactive or inconclusive. Unless noted, % is scaled to controls: 0 for no effect and ±100 for the full control effect. This is a subset. The share of hits here may be higher or lower than overall.

mol	PNC inhibitor	IMPase cell inh	12-hLO inh	15-hLO-2 inh
Cc1cc(NC(=O)c2ccc(Cn3nc(C)c(Br)c3C)o2)no1	4	5	2%	-1%
CCOc1ccc(Br)cc1S(=O)(=O)Nc1ccc(Cl)c(S(=O)(=O)N(CC)c2ccccc2)c1	0	x	-3%	x
O=C(c1ccccc1)c1ccc(N2CCOCC2)c(F)c1	u	1	-1%	-1%
O=S(=O)(c1ccccc1F)N1CCN(Cc2nc3ccccc3[nH]2)CC1	41	-2	-16%	-3%
CCOC(=O)Nc1cc(OCC)c(NC(=O)C2CC2)cc1OCC	28	3	4%	-4%
O=C(NNC(=O)c1cccc(S(=O)(=O)N2CCN(c3ccccc3)CC2)c1)c1ccc(Cl)cc1	u	10	-1%	x
Fc1cccc(C2NC(=S)NC3=C2N2CCC3CC2)c1 (stereo not drawn)	9	2	0%	-3%
CCCOc1ccccc1C(=O)NCCCC(=O)O	-30	-9	-5%	-1%
COc1ccc(OC)c2c(N3CC(C)OC(C)C3)cc(C(F)(F)F)nc12 (stereo not drawn)	u	u	u	-5%
Cc1cc(NC(=O)COC(=O)C2CCCN2C(=O)c2cccs2)no1 (stereo not drawn)	-25	6	-1%	-3%
CCCN(Cc1ccccc1)C(=S)Nc1cccc(C(F)(F)F)c1	-25	x	-9%	x
COc1cc(/C=N/NC(=O)CNc2n[nH]c(=O)[nH]c2=O)ccc1O	-17	7	-1%	x
CC(=O)Nc1ccc(S(=O)(=O)N2CCN=C2C)cc1	28	5	-1%	-2%
COc1ccc(S(=O)(=O)NCCc2ccc(F)cc2)cc1	u	7	-3%	-1%
Cc1ccc(N(CC(=O)NCc2ccc(F)cc2)S(=O)(=O)c2cccs2)cc1	33	11	-5%	4%
COc1ccccc1N1CCN(C(c2ccccc2)c2nnnn2CCc2ccccc2)CC1 (stereo not drawn)	353	1	5%	x
Cc1nc2cc(N=NC3=C(O)CCCC3=O)ccc2s1	20	x	-6%	x
Cc1nc(CS(=O)(=O)c2ccccc2)cc(N2CCOCC2)n1	-5	1	1%	-7%
O=C(COC(=O)CCCOc1ccc(Cl)cc1Cl)Nc1cccc(Cl)c1	u	x	-1%	x
O=C(c1ccccc1)N1CCN(C2CC3CCC2C3)CC1 (stereo not drawn)	22	11	-4%	u
C/C(Nc1cccc(F)c1)=C(/C#N)C(N)=O	u	-2	-3%	-8%
O=C(Cn1cnc2ccccc21)NCCCN1CCOCC1	u	-7	4%	4%
CCCNS(=O)(=O)c1ccc(OCC(=O)Nc2ccc3c(c2)OCCO3)cc1	-29	-6	0%	-3%
CCn1cc(C(=O)N2CCn3c(nc4ccccc43)C2)c(=O)c2ccc(C)nc21	7	0	3%	-1%
CC(=O)Nc1ccc(N2CCOCC2)c(C(=O)Nc2cccc(C)c2)c1	-8	4	-1%	-3%
O=C(CN1CCN(c2ccccn2)CC1)Nc1ccc2ccccc2c1	-2	3	-3%	18%
Nc1ncnc2nc(N3CCN(CCO)CC3)[nH]c12	x	x	0%[11.4 µM]	-7%[11.4 µM]
NC1=NC(c2cn(-c3ccccc3)nc2-c2cccs2)n2c(nc3ccccc32)N1 (stereo not drawn)	27	9	-12%	30%
O=C(Nc1cccc(Cl)c1)OCc1cncs1	16	12	4%	3%
CC(C)CC(=O)Nc1ncnc2c1C(=O)CC(C)(C)C2	u	-1	3%	-5%
O=C1N2CCSC2=NC1(Nc1ccccn1)C(F)(F)F (stereo not drawn)	-12	1	-4%	-3%
O=C1c2ccccc2C(=O)C12OC(c1ccccc1)C1(C(=O)c3ccccc3C1=O)C2c1cccc([N+](=O)[O-])c1 (stereo not drawn)	-100*	3	6%	x
N#CC12C(N)=NC3(OCCO3)C1(C#N)C1=C(CCC1)NC2c1ccccc1 (stereo not drawn)	-3	4	6%	0%
O=C(O)C1C2C=CC(O2)C1C(=O)NC1CCCc2ccccc21 (stereo not drawn)	-8	4	5%	-1%
CN(Cc1cc2ccccc2[nH]c1=O)S(C)(=O)=O	32	-6	0%	-4%
Cc1ccc(-c2csc3nc(SCC(=O)N(C)C)n(Cc4ccccc4)c(=O)c23)cc1	u	2	-2%	x
CCN1CCN(S(=O)(=O)c2cc(C)c(OC)cc2C)CC1	23	-2	2%	9%
N#Cc1ccc(C23CC4(C2)[C@H](CN(Cc2ccc(-c5ccccc5)cc2)[C@@H]4c2ccccc2)C3c2ccccc2)cc1 (stereo partly drawn)	x	x	2%	10%
CC(/C=C/c1ccco1)=N/NC(=O)OC(C)(C)C	u	3	-3%	x
CC(C)c1ccc(-n2cccc2/C=C2/C(=N)N3C=CSC3=NC2=O)cc1	-25	x	0%	x
Cc1ccc(-c2noc(CN3CCN(C(c4ccccc4)c4ccccc4)CC3)n2)cc1	-5	5	-8%	1%
CC(=O)Nc1ccc(S(=O)(=O)NCC2CCC(C(=O)N3CCCCCC3)CC2)cc1 (stereo not drawn)	38	1	4%	x
COc1ccc(S(=O)(=O)Nc2ccccc2-c2nnn(CC(=O)Nc3ccccc3OC)n2)cc1	u	x	-3%	x
O=C(NCc1cccnc1)C(=O)NCC(c1ccco1)N1CCN(c2ccccc2)CC1 (stereo not drawn)	16	x	-4%	x
Cn1c(CCN2CCCCC2)nc2cc(NC(=O)Nc3ccccc3)ccc21	24	22	3%	35%[activator]
COc1ccccc1N1CCN(CC(=O)Nc2c(C)n[nH]c2C)CC1	22	-3	-8%	4%
O=C(NCc1ccccc1)c1c(O)c2cccc3c2n(c1=O)CCC3	8	2	-24%	3%
Cn1c(CN2CCN(c3ccc(Cl)cc3)CC2)nc2ccccc21	-13	u	-3%	38%[activator]
O=[N+]([O-])c1cc(Cl)ccc1NCCNc1ncc(C(F)(F)F)cc1Cl	u	0	3%	15%
CCOc1nc(C)ccc1-c1noc(-c2ccccc2OC)n1	-18	4	-10%	-4%

Quoted at random: four entries already listed
mol	PNC inhibitor	IMPase cell inh	12-hLO inh	15-hLO-2 inh
CC(C)c1ccc(-n2cccc2/C=C2/C(=N)N3C=CSC3=NC2=O)cc1	-25	x	0%	x
O=[N+]([O-])c1cc(Cl)ccc1NCCNc1ncc(C(F)(F)F)cc1Cl	u	0	3%	15%
Cc1ccc(-c2noc(CN3CCN(C(c4ccccc4)c4ccccc4)CC3)n2)cc1	-5	5	-8%	1%
CN(Cc1cc2ccccc2[nH]c1=O)S(C)(=O)=O	32	-6	0%	-4%

New compounds follow
mol	PNC inhibitor	IMPase cell inh	12-hLO inh	15-hLO-2 inh
CC(C)NC(=O)[C@H](CSCc1ccccc1)N1Cc2ccccc2C1=O	-13	x	-3%	x
O=C(c1ccco1)N(Cc1ccco1)c1ccc(O)cc1	-96*	2	-4%	-10%
CCOC(=O)/C(=N/Nc1ccc(Cl)cc1)S(=O)(=O)c1ccc(Cl)cc1	u	-2	4%	-11%
Cc1cccc(-c2nnc3n2N=C(c2ccc(Br)cc2)CS3)c1	9	13	0%	0%
CCSc1nnc(-c2cccnc2)n1Cc1ccco1	7	-3	-5%	-14%
Cc1cc(/C=C2\SC(=S)N(Cc3ccco3)C2=O)c(C)n1-c1ccccc1	-22	x	-1%	x
Nn1c(SCc2cccc3ccccc23)nnc1-c1ccco1	-1	u	-2%	-8%
COc1cc(Cl)ccc1S(=O)(=O)n1nc(C)cc1C	-28	-7	-5%	0%
CCc1nc2c(cnn2-c2ccc(Cl)cc2)c(=O)n1-c1ccc(OC)cc1	-26	1	-2%	5%
CCN(CC)S(=O)(=O)c1cccc(NC(=O)C2SC(=Nc3ccc(C)cc3C)C(C(=O)NCC3CCCO3)=C2N)c1 (stereo not drawn)	u	-2	-17%	-7%
CC(C)COC(=O)c1ccc(NC(=O)C2C3C=CC(C3)C2C(=O)O)cc1 (stereo not drawn)	-12	2	-2%	1%
CCCS(=O)(=O)c1c(S(=O)(=O)CCC)c2ccccn2c1C(=O)OC	-14	11	-2%	-5%
C[C@H](CCC(=O)NCC(=O)O)[C@H]1CC[C@H]2[C@H]3[C@@H](C[C@@H](O)[C@]12C)[C@]1(C)CC[C@H](O)C[C@@H]1C[C@@H]3O	x	1[20.6 µM]	4%[25.6 µM]	3%[25.6 µM]
CCOC(=O)c1sc(NC(=O)c2cccc(S(=O)(=O)N3c4ccccc4CC3C)c2)cc1C (stereo not drawn)	-95*	x	-1%	x
COc1ccc(C(=O)N/N=C(\C)c2ccc3c(c2)C2C=CCC2C(c2ccccc2)N3)cc1 (stereo not drawn)	-1	-4	u	x
Cc1nc2cnc(Oc3ccccc3)nc2n(-c2ccccc2)c1=O	x	x	-2%	-7%
c1ccc(-n2nnnc2SCc2ccccn2)cc1	25	-5	3%	-12%
O=C(NCCC1=CCCCC1)C1CCN(S(=O)(=O)c2ccc(Br)s2)CC1	u	x	-2%	x
COc1ccc(CCNc2oc(COc3ccccc3F)nc2C#N)cc1	u	4	-3%	0%
CC1(C)Cc2ccccc2-c2nnc(SCC(=O)Nc3ccc4c(c3)OCO4)n21	u	2	-2%	4%
COC(=O)[C@@]1(Cc2ccc(F)cc2)[C@H]2c3cc(C(=O)N4CCCC4)n(Cc4ccccc4)c3C[C@H]2CN1C(=O)c1ccccc1	x	x	-4%	-3%
NC(=O)CSCc1c(Cl)cccc1Cl	-4	-4	-2%	-4%
COc1cc2[nH]c(=S)n(Cc3ccco3)c(=O)c2cc1OC	-11	-3	-1%	-14%
COc1ccc(Cl)cc1NC(=O)CSc1nnc(CN2CCOCC2)n1-c1ccc(Cl)cc1	u	-8	-3%	-3%
CCOC(=O)C1=C(O)/C(=C/c2ccc(OCC(=O)O)c(OC)c2)SC1=Nc1ccc(OC)cc1	4	x	2%	x
CC(=O)NCCNC(=O)[C@H](Cc1ccccc1)NC(=O)c1cccs1	39	5	0%	0%
COc1ccccc1C(=O)C(O)c1ccccc1OC (stereo not drawn)	-4	-4	-4%	-3%
COc1ccc(OCc2nc(N)nc(Nc3ccccc3)n2)cc1	u	-7	4%	16%
COC(=O)c1ccccc1NC(=O)c1cccc(NC(=O)c2ccc(Br)o2)c1C	-18	13	-2%	-1%
CC(C)Oc1ccc(/C(O)=C2/C(=O)C(=O)N(CCN(C)C)C2c2cccs2)cc1 (stereo not drawn)	u	x	-3%	x
O=C(NC1CCCC1)C(c1ccco1)N(Cc1ccccc1)C(=O)c1csnn1 (stereo not drawn)	-13	-2	-6%	-4%
O=C1CC(c2ccc(F)cc2)Sc2nc(C34CC5CC(CC(C5)C3)C4)nn21 (stereo not drawn)	-19	-1	0%	x
